Assay outcomes from PubChem BioAssay.
CCR6 antagonist = CCR6 receptor antagonists, primary screen, cell-based, CHO-K1, luminescence, beta-arrestin, uHTS. CHO-K1 CCR6 PathHunter beta-arrestin, CCL20-stimulated. inhibition, % at 20 µM. 0.49% of 340,000 active;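 active = compounds whose inhibition of the agonist-driven luminescence signal at 20 µM reaches about 50%, limit read from the data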;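 note: cells stimulated with CCL20 at 14 nM final; plate controls were DMSO with CCL20 for no effect and DMSO without agonist for full effect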
Target sequence (P51684 whole entry, looked up): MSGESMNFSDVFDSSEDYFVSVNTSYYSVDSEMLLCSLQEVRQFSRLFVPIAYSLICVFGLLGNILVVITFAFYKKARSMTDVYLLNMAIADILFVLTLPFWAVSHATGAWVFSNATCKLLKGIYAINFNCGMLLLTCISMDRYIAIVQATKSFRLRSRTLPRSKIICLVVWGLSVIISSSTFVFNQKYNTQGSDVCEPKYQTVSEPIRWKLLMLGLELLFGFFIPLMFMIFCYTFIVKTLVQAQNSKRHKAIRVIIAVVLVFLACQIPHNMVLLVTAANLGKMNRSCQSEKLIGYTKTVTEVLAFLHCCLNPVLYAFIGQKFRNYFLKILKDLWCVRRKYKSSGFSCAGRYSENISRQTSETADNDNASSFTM
697 NFkB inh = inhibitors of PMA/ionomycin-induced NF-kB reporter, 697 cells, primary screen, B-cell NF-kB inhibitor project, cell-based, luminescence, uHTS. 697 B-cell NF-kB luciferase reporter, 16 h. inhibition, % at 4 µM. 0.33% of 330,000 active. AID 435022, 2010; in the data active = inhibition above about 35%
EBI2 antag = EBI2 receptor antagonists, beta-arrestin recruitment, primary screen, cell-based, luminescence, 7a,25-OHC stimulation, uHTS; 7a,25-OHC stimulated; inhibition, % at 5 µM; 0.81% of 360,000 active; AID 651636, 2012; in the data active = inhibition above about 38%;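 note: enzyme fragment complementation signal reports receptor beta-arrestin coupling in cells; 0% = agonist plus DMSO wells and 100% = wells without agonist; some results beyond the cut were filed as inactive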
Target sequence (P32249 whole entry, looked up, the tested form may be a part): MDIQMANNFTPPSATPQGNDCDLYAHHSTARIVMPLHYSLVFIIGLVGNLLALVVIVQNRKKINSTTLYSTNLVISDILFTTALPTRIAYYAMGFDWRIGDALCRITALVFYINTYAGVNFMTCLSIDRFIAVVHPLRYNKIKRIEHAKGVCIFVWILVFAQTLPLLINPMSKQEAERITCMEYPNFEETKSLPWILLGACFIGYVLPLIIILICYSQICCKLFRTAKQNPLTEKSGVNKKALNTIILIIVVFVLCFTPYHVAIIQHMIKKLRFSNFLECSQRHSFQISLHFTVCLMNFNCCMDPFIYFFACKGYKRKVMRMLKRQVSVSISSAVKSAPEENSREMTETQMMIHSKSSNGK
Gli-Sufu block = Gli-Sufu pathway antagonists, primary screen, luciferase luminescence, Sufu-KO-LIGHT cells, uHTS; Sufu-KO-LIGHT fibroblasts, Gli luciferase reporter luminescence; inhibition, % at 5 µM; 0.74% of 340,000 active;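 active = inhibition above about 55%, limit read from the data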;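 note: 0% = DMSO-treated cells and 100% = wells with medium but no cells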
SENP8 inh = SENP8 protease inhibitors, primary screen, biochemical, luminescence; Sentrin-specific protease 8 (Homo sapiens), Q96LD8; 1.2% of 330,000 active; AID 2540, 2010; inhibition, % at 10 µM; purified SENP8, Z-RLRGG-aminoluciferin cleavage
Target sequence (Q96LD8 whole entry, looked up): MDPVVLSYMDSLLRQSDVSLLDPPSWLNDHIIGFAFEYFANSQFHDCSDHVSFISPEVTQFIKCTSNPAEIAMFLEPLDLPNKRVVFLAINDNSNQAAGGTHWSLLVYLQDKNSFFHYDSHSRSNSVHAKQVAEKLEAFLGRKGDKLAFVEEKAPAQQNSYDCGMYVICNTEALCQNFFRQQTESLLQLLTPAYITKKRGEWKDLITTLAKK
UBC13 polyUb = UBC13 polyubiquitin chain formation inhibitors, primary screen, biochemical, TR-FRET, uHTS | 0.47% of 330,000 active | AID 485273, 2010 | inhibition, % at 20 µM | Ubiquitin-conjugating enzyme E2 N (Homo sapiens), P61088; in the data active = inhibition above about 45%, passing the limit was not always enough; inconclusive = no clear call, values can overlap the other calls
Target sequence (P61088 whole entry, looked up): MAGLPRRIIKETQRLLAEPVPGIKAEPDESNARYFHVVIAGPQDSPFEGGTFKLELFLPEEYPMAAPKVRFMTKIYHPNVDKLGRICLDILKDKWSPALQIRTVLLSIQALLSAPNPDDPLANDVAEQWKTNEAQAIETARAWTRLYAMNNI
Jurkat NFkB inh = inhibitors of induced NF-kB luciferase reporter, primary screen, TCR NF-kB activation inhibitor project, cell-based, luminescence, uHTS | Jurkat, PMA/ionomycin-induced NF-kB luciferase reporter | inhibition, % at 4 µM | 0.53% of 330,000 active | AID 435003, 2010
Apaf1 inhib = inhibitors of human Apaf-1 apoptosome, primary screen, biochemical, DEVD-Rh110 fluorescence, uHTS. Apoptotic protease-activating factor 1 (Homo sapiens), O14727. reconstituted apoptosome caspase-3 activity. inhibition, % at 20 µM. 0.71% of 330,000 active; active = inhibition of at least 40% at 20 µM;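 note: plate controls were DMSO wells for no effect and DEVD-CHO caspase inhibitor wells for full effect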
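Material: cell-free apoptosome with Apaf-1, procaspase-3 and caspase-9; Buffer or medium: Hepes pH 7.5 with detergent and BSA; Reagent: cytochrome c trigger plus (Z-DEVD)2-Rh110 caspase-3 substrate; Times: compound with Apaf-1, dATP, procaspase-3 30 min, then 50 min reaction, room temperature; Technique: Rh110 fluorescence intensity.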
An asterisk follows results filed as active; i = inactive; ? = inconclusive; . = not tested or not shown. Cut-off read from the data, not from the text of the source, unless noted: active = inhibition above about 50%; inactive = the rest. Some of the compounds tested, so the mix of outcomes need not match the whole.

SMILES	CCR6 antagonist	697 NFkB inh	EBI2 antag	Gli-Sufu block	SENP8 inh	UBC13 polyUb	Jurkat NFkB inh	Apaf1 inhib
COc1ccccc1NC(=O)CCc1nc(-c2cccs2)no1	13	12	-3	10	-15	-6	-3	12
CCOC(=O)CSc1nnc(-c2ccoc2C)n1-c1ccc(OCC)cc1	-1	1	-9	-9	-5	6	-1	1
Cc1ccc(N(CCC#N)C(=O)COC(=O)C2CCN(S(=O)(=O)c3ccc(C)c(C)c3)CC2)cc1	10	7	-1	-5	-4	-1	5	24
COc1ccc(CSc2nnc(Cc3sc(-c4ccccc4)nc3-c3ccccc3)o2)cc1	6	-18	24	-10	-4	8	2	21
COc1cccc(OCCSc2nc(N)cc(N)n2)c1	0	-105	2	-42	-2	-1	-42	12
O=C(Nc1nccs1)c1ccc(Br)s1	9	-46	-7	-44	15	7	-27	10
COc1ccc(CCNC(=O)c2ccc(CS(=O)(=O)c3ccc(Cl)cc3)o2)cc1OC	-14	-21	5	2	-14	-9	9	4
O=C(NCc1ccco1)Nc1ccc(Br)cc1	-7	-25	-2	-29	-6	5	6	-4
CCOc1ccccc1C(=O)N[C@H](C(=O)Nc1nc2c(s1)CCCC2)C(C)C	-8	-73	5	-14	-10	2	-2	29
O=C(CN1CCCCCCC1)N/N=C/c1ccc([N+](=O)[O-])o1	-12	-7	-8	2	4	-23	-5	1
CC(=O)OCc1cc(-c2nn(C)c(=O)c3ccccc23)ccc1C	12	29	2	-3	4	6	6	-7
COc1cc(/C=N/NC(=O)C2C3CCCCC32C)cc(Br)c1O (stereo not drawn)	-16	1	4	4	-6	3	3	2
O=C1NC(=O)C2(COC(c3ccncc3)OC2)S1 (stereo not drawn)	-6	2	1	-10	-7	-4	-2	-14
S=C(NCCc1ccccc1)N1CCN(Cc2ccc(Cl)c(Cl)c2)CC1	18	25	5	1	5	5	5	5
CCOC(=O)c1cnc2c(Cl)cc(Cl)cc2c1NCCCN1CCOCC1	6	9	3	15	-4	-3	-1	7

Structural class, the entries above with a furan ring, fused or not (4)
SMILES	CCR6 antagonist	697 NFkB inh	EBI2 antag	Gli-Sufu block	SENP8 inh	UBC13 polyUb	Jurkat NFkB inh	Apaf1 inhib
CCOC(=O)CSc1nnc(-c2ccoc2C)n1-c1ccc(OCC)cc1	-1	1	-9	-9	-5	6	-1	1
COc1ccc(CCNC(=O)c2ccc(CS(=O)(=O)c3ccc(Cl)cc3)o2)cc1OC	-14	-21	5	2	-14	-9	9	4
O=C(NCc1ccco1)Nc1ccc(Br)cc1	-7	-25	-2	-29	-6	5	6	-4
O=C(CN1CCCCCCC1)N/N=C/c1ccc([N+](=O)[O-])o1	-12	-7	-8	2	4	-23	-5	1

Other results:
SMILES	CCR6 antagonist	697 NFkB inh	EBI2 antag	Gli-Sufu block	SENP8 inh	UBC13 polyUb	Jurkat NFkB inh	Apaf1 inhib
CCn1cc(C(=O)N[C@@H](CCSC)C(=O)NCCOC)c(=O)c2cc3c(cc21)OCO3	6	22	-5	0	-1	2	14	-3
CCOC(=O)C1(CCOc2ccccc2)CCN(Cc2ccc(C#CCCO)cc2)CC1	13	6	-5	40	-5	14	13	7
CCC(Oc1nc2ccccc2nc1-c1ccccc1NC(C)=O)C(=O)c1ccccc1 (stereo not drawn)	32	2	12	12	-5	-1	3	33
Cc1ccc(C(=O)OCC(=O)NCCc2ccc(S(N)(=O)=O)cc2)o1	10	1	-1	10	-1	-2	1	1
COc1ccc2[nH]c(=O)c(CN(CC3CCCO3)C(=S)Nc3cccc(C)c3)cc2c1 (stereo not drawn)	19	-9	-1	16	-8	3	6	24
O=C(O)C1CCCCC1C(=O)NCCC(c1ccccc1)c1ccccc1 (stereo not drawn)	-13	-7	1	10	3	4	-3	-9
O=C(NNc1cc(Cl)ccc1Cl)C1CCC1	-5	-3	-6	-2	-4	-5	-11	-3
CC1=Nc2ccccc2N=C(N)C1c1ccccc1 (stereo not drawn)	6	-10	-7	-7	-5	2	-2	2
COc1cc(C)c(Br)cc1S(=O)(=O)NCc1cccs1	8	-12	11	27	-5	0	10	11
COc1ccc(NC(=O)CCNS(=O)(=O)c2cccc3nsnc23)cc1OC	-13	3	2	0	-2	-12	6	-7
CCOC(=O)c1c(C)[nH]c(C(=O)CN2CCN(CC)CC2)c1C	4	2	5	3	-4	-10	-13	-21
N/C(Cc1ccc([N+](=O)[O-])cc1)=N\OC(=O)C1CCCCC1	0	-10	-9	22	3	15	-12	-21
CCOCCCNC(=O)C1CCC(CNS(=O)(=O)c2ccc(F)cc2)CC1 (stereo not drawn)	28	-13	-5	7	3	2	4	-14
C/C(=N\Oc1cccc(F)n1)c1ccc(Cl)cc1Cl	-6	5	-5	11	-1	-4	-6	15
COc1ccc(CCNC(=O)CCN2C(=O)c3cccc4cccc(c34)C2=O)cc1OC	10	10	-1	-11	3	-7	-1	-5
CCOC(=O)c1cnc2ccc(C)cc2c1N(C)Cc1ccccc1	22	1	16	5	0	8	1	18
OCc1ccc(-c2ccccc2)c(-c2ccccc2)c1	12	5	7	1	1	-6	-14	6
CC(NCC1COc2ccccc2O1)C1COc2ccccc2O1 (stereo not drawn)	15	-8	3	0	-9	-1	-6	14
O=C(CCNC(=O)N1CCn2c1nc1ccccc12)NCc1ccccc1	-6	10	5	0	3	12	8	-17
COc1cc(Cl)c(C)cc1NC(=S)NN	12	19	1	-4	0	-9	-10	-3
O=C(c1cc(Br)c(Br)s1)N1CCN(C/C=C/c2ccccc2)CC1	15	-12	65*	-12	-8	-8	-11	27
CC(=O)Nc1ccc(S(=O)(=O)NCC2CCC(C(=O)NCc3ccccc3)CC2)cc1 (stereo not drawn)	-1	7	-4	-8	-3	-7	7	-5
O=C(NCCCCc1ccccc1)C1CC(c2ccccc2[N+](=O)[O-])=NO1 (stereo not drawn)	-15	11	3	-17	0	7	12	-1
Cc1ccc2oc(=O)n(CC(=O)O)c2c1	-2	8	-8	9	3	1	-2	-5
COC(=O)c1cc(CSc2nc3ccccc3c(=O)n2C)oc1C	7	-23	1	18	-9	22	-1	10
CCOc1ccc(-c2nnc(NC(=O)Cc3cc(OC)c(OC)c(OC)c3)o2)cc1	-10	-22	-10	-1	-3	-8	-10	11
Cc1cc(C)n(C(=O)CSc2nnc(SCC(=O)n3nc(C)cc3C)s2)n1	6	3	-9	15	-4	0	6	-11
O=C(CCCn1c(=O)c2ccccc2n(Cc2ccccc2)c1=O)NCc1ccco1	3	-14	0	11	-1	5	7	5
COc1ccccc1OCCCn1c(C)c(C#N)c2ccccc21	1	2	15	-14	1	10	1	12
Cc1cccc2cc(-c3nc4c(C)cccn4c3NCc3ccco3)c(=O)[nH]c12	13	-7	-3	2	1	-6	6	24

Some of the entries so far, with values under each structure:
Each structure is followed by: CCR6 antagonist	697 NFkB inh	EBI2 antag	Gli-Sufu block	SENP8 inh	UBC13 polyUb	Jurkat NFkB inh	Apaf1 inhib
O=C(NCCCCc1ccccc1)C1CC(c2ccccc2[N+](=O)[O-])=NO1 (stereo not drawn)
→ -15	11	3	-17	0	7	12	-1
Cc1cc(C)n(C(=O)CSc2nnc(SCC(=O)n3nc(C)cc3C)s2)n1
→ 6	3	-9	15	-4	0	6	-11
OCc1ccc(-c2ccccc2)c(-c2ccccc2)c1
→ 12	5	7	1	1	-6	-14	6

Remaining list, next part:
SMILES	CCR6 antagonist	697 NFkB inh	EBI2 antag	Gli-Sufu block	SENP8 inh	UBC13 polyUb	Jurkat NFkB inh	Apaf1 inhib
O=C(NCc1ccc(Cl)cc1)C1CCN(S(=O)(=O)c2cccnc2)CC1	-2	11	50*	4	-1	4	-2	-14
CC(=O)Nc1ccc(NC(=O)C(C)OC(=O)CN2C(=O)C3CCCCC3C2=O)cc1 (stereo not drawn)	7	9	-4	7	-18	2	11	1
O=C(CCNC(=O)c1ccc(Br)cc1)OCc1ccccc1Cl	10	21	6	-2	3	0	9	10
COc1ccc(NC(=O)c2cc(S(=O)(=O)N3CCOCC3)ccc2C)cc1S(=O)(=O)N1CCOCC1	1	8	1	2	10	-2	5	7
Cc1ccc(C(=O)CCNc2ccc(F)c(Cl)c2)o1	7	-27	-5	43	-7	6	73*	5
C/C(=N/NC(=O)c1ccc(NC(=O)c2ccc(F)cc2)cc1)c1ccccc1	-6	-20	-6	-28	9	1	0	0
CC(C)n1cnnc1SCC(=O)Nc1ccc(Br)cc1F	-13	-13	-1	-8	-4	-4	-8	0
Cn1c(SCc2ccc(C#N)cc2)nnc1-c1ccncc1	4	3	-12	6	-6	-1	2	1
COc1ccc2c(-c3ccccc3)cc(SC(C)C(N)=O)nc2c1 (stereo not drawn)	-23	-13	11	-4	-19	22	8	13
N#CC1=C(N)N(c2ccccc2)C(c2ccccc2)C1(C#N)C#N (stereo not drawn)	18	-65	14	1	-2	16	-17	8
CCN(CC)c1ccc(/C=N/NC(=O)c2ccc([N+](=O)[O-])cc2)cc1	5	7	12	-7	3	-26	21	2
COc1cccc(N2CCN(c3ccc4nnc(CCC(=O)N5CCC(C)CC5)n4n3)CC2)c1	1	-23	-4	-2	6	-6	5	-8
COc1ccc(OC)c(/C=N/NC(=O)C(=O)NCc2cccnc2)c1	9	-1	-5	-3	-11	-18	-3	-8
CCC(C)(C)NC(=O)C(Sc1ccccc1)c1ccccc1 (stereo not drawn)	16	-2	3	4	5	4	9	-6
O=[N+]([O-])c1ccc2c(c1)C(O)n1nc(-c3ccccc3)nc1S2 (stereo not drawn)	7	-33	-8	-6	-5	-8	-20	2
NS(=O)(=O)c1ccc(CCNC(=O)C(=O)NCC2OCCN2S(=O)(=O)c2ccc(Cl)cc2)cc1 (stereo not drawn)	-5	6	-4	-4	6	-6	7	-13
O=C1CCC/C=C\C[C@@H](CC(=O)N(CCO)Cc2ccccc2)C(=O)N2CCC[C@H]2CO1	-8	-8	-6	-4	-4	6	2	5
CCCCn1c(N)c(N(CC(C)C)C(=O)c2cc(C)oc2C)c(=O)[nH]c1=O	16	-6	-6	-3	-2	-6	-2	13
O=C(c1ccncc1)N1CCN(S(=O)(=O)c2cccc([N+](=O)[O-])c2)CC1	-9	29	-14	-7	-3	1	26	4
Cc1cccc(N2CCc3c2nc2ccc(Br)cc2c3N)c1	-1	-2	15	-2	4	?	-14	12
CCOC(=O)C1(CCOc2ccccc2)CCN(Cc2ccc(NC(C)=O)cc2)CC1	-9	-11	-5	15	-8	-4	-7	0
COc1ccc(CCNc2cc(C)nc3c(-c4ccccc4)c(C)nn23)cc1OC	6	13	11	-1	-4	2	2	12
CCOC(=O)c1sc(C)c2c1NC1(CCCCC1)NC2=O	2	15	0	-18	-1	20	-10	-17
Cc1noc(C)c1NC(=O)Nc1ccc2c(c1)C(=O)N([C@H](C)CO)C[C@H](C)[C@@H](CN(C)S(=O)(=O)c1ccccc1)O2	0	-17	-7	-48	1	-5	-4	12
Cc1ccc(C)c(N2CCN(C(=O)CCc3nc(-c4ccc(Br)cc4)no3)CC2)c1	3	-37	-8	-1	.	.	.	15
Cc1ccc2nc(NC(=O)c3ccccc3F)sc2c1	11	-261	10	-80	81*	19	-163	-6
Cc1cc([N+](=O)[O-])nn1CC(=O)NCc1nc2ccccc2[nH]1	-1	3	3	11	12	4	7	-21
COc1ccc(-n2c(SCC#N)nnc2-c2cccnc2)cc1	7	-10	-2	5	0	-9	-15	2
O=C(NCC(c1ccco1)N1CCCC1)c1ccc(S(=O)(=O)Nc2ccc(F)cc2)cc1 (stereo not drawn)	3	-17	2	.	-8	14	-1	5
Cc1cc(OCC(=O)NCC2CCC(C(=O)O)CC2)c2c(C)cc(=O)oc2c1 (stereo not drawn)	-2	1	-4	2	1	17	0	-4
COc1ccc(OCc2nnc3n2N=C(c2ccc(C)cc2)CS3)cc1	22	-8	8	4	-6	-2	12	3
COC(=O)Nc1nc2ccc(C(=O)c3cccs3)cc2[nH]1	12	i	-10	20	6	-7	45	-8
